Pol kappa inh = inhibitors of human DNA polymerase kappa; Q9UBT6; purified Pol kappa, fluorescent DNA synthesis assay, 10 min; Potency, µM (top dose mostly 107 µM), inactives show top-dose activity, negative = inhibition, actives largely listed as inhibitors; 400,000 tested, 0.53% active; AID 588579; also: potency is read from the fitted curve at half-maximal effect; % is scaled to controls: 0 for no effect and ±100 for the full control effect
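First, compounds were pin-transferred onto 10 nM Pol kappa. After 15 min at room temperature, substrate was added to 50 nM final. Fluorescence was then measured kinetically at 0 and 10 min.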
RXFP1 antagonist = antagonists of human relaxin receptor RXFP1 | Q9HBX9 | HEK293-RXFP1, relaxin-stimulated cAMP HTRF, 30 min; hits give low values | activity change, negative = inhibition, % at 57.5 µM | 350,000 tested, 0.59% active | AID 1259400;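 active = activity change of -60% or lower, but not beyond a set lower limit; inconclusive = change between -60% and -40%, or beyond the set limit; inactive = change above -40%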; also: % is scaled to controls: 0 for no effect and ±100 for the full control effect
POLH inh = DNA polymerase eta (human) inhibition. AID 588591. recombinant Pol eta, fluorescent DNA replication assay. Potency, µM (series often up to 114 µM), inactives show top-dose activity change, negative = inhibition, hits mostly inhibitors. Q9Y253. 390,000 tested, 1.2% active; also: potency is read from the fitted curve at half-maximal effect; % is scaled to controls: 0 for no effect and ±100 for the full control effect
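Pol eta at 10 nM preincubated with compounds 15 min at room temperature; reaction started with fluorescent substrate (50 nM final) and read kinetically at 0 and 10 min.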
Anesthetic bind = binds horse apoferritin like a general anesthetic; apoferritin/1-aminoanthracene competitive binding, fluorescence; Potency, µM (titrated, usually from 77.5 µM), for inactives: at the top dose activity change, negative = displacement, usual class: inhibitors; 350,000 tested, 0.074% active; P02791; also: potency is read from the fitted curve at half-maximal effect; % is scaled to controls: 0 for no effect and ±100 for the full control effect; nearly all actives have a fitted effect of over 20% in size
Target sequence (P02791 2-175 limits assumed): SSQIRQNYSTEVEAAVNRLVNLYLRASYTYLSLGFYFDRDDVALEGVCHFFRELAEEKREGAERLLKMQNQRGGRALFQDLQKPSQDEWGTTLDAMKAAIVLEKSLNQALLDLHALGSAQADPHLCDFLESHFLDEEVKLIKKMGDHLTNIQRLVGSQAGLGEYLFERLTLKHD
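Apoferritin-based anesthetic binding model; compound displacement of fluorescent 1-AMA measured as endpoint fluorescence after 10 minutes at room temperature, scaled to free-ligand and complex controls.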
BLM helicase inh = blocks DNA unwinding by human BLM helicase. P54132. AID 2528. recombinant BLM DNA unwinding, fluorescence dequenching. Potency, µM (highest dose often 56.1 µM), inactives show at the highest dose activity change, negative = inhibition, usual class: inhibitors. 350,000 tested, 0.2% active;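 also: potency is read from the fitted curve at half-maximal effect; plate controls were vehicle for no effect and no enzyme for full effect; nearly all actives have a fitted effect of over 35% in size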
Tb PGK inh = inhibitors of T. brucei phosphoglycerate kinase | PGK/GAPDH coupled, Kinase-Glo luminescence, 60 min | P07378 | AID 602233 | 380,000 tested, 0.043% active | Potency, µM (highest dose often 57.5 µM), for inactives: top-dose activity change, negative = inhibition, hits mostly inhibitors; also: potency is read from the fitted curve at half-maximal effect; % is scaled to controls: 0 for no effect and ±100 for the full control effect; nearly all actives have a fitted effect of over 60% in size
Target sequence (P07378 whole entry, looked up): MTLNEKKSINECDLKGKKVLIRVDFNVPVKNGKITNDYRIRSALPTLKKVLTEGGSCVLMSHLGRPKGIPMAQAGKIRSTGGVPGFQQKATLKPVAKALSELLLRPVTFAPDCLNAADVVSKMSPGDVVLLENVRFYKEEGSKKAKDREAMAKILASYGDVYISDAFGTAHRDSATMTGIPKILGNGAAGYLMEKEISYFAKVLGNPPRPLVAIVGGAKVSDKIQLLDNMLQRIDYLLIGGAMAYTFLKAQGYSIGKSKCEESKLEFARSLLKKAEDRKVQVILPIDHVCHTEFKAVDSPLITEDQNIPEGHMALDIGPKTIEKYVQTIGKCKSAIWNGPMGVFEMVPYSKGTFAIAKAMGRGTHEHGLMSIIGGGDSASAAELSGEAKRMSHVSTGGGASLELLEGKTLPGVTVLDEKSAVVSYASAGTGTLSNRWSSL
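Recombinant glycosomal PGK reaction used 1,3-bisphosphoglycerate generated in-well by GAPDH (100nM final) in 100mM TEA pH 7.6, 5mM MgCl2, 0.01% Tween-20. After 60 minutes at room temperature, ATP was read by Kinase-Glo Plus luminescence end-point.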
APEX1 inh = APE1 (human) endonuclease inhibition | P27695 | recombinant APE1, TAMRA/BHQ-2 abasic DNA cleavage fluorescence | AID 2517 | 350,000 tested, 0.35% active | Potency, µM (series often up to 65.8 µM), inactives show at the highest dose activity change, negative = inhibition, actives largely listed as inhibitors;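 also: potency is read from the fitted curve at half-maximal effect; plate controls were vehicle for no effect and reference inhibitor for full effect; nearly all actives have a fitted effect of over 55% in size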
Target sequence (P27695 whole entry, looked up): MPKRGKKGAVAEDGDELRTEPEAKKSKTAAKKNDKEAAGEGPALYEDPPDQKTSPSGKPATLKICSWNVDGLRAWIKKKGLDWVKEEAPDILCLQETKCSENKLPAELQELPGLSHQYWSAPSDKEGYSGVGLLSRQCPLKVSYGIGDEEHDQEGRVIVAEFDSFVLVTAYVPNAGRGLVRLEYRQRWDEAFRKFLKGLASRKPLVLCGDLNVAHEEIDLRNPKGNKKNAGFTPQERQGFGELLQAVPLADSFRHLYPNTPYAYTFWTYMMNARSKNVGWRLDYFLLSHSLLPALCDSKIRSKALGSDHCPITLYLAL
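Substrate: short duplex with […] THF abasic site, 5'-TAMRA and 3'-BHQ-2, 50 nM final. APE1 at 0.75 nM, preincubated 15 min RT with compound. Fluorescence increase from first to third read measured activity.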
POLB inh = DNA polymerase beta (human) inhibition; Pol beta primer extension/strand displacement, fluorescence kinetic; Potency, µM (top dose mostly 114 µM), inactives show at the top dose activity change, negative = inhibition, most hits filed as inhibitors; 340,000 tested, 1.3% active; also: potency is read from the fitted curve at half-maximal effect; % is scaled to controls: 0 for no effect and ±100 for the full control effect
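Reaction started by 50 nM substrate onto compound-treated Pol beta (10 nM, 15 min preincubation, room temperature); plates read at 0 min and 10 min. Normalized concentration-effect data fitted by four-parameter Hill equation.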
POLI inh = DNA polymerase iota (human) inhibition | 390,000 tested, 1% active | Q9UNA4 | Pol iota fluorescent replication assay, 10 min | Potency, µM (top dose mostly 115 µM), for inactives: at the top dose activity, negative = inhibition, hits mostly inhibitors; also: potency is read from the fitted curve at half-maximal effect
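Pol iota at 10 nM preincubated 15 min with compounds at room temperature; reaction started with fluorescent substrate, 50 nM final. Fluorescence read kinetically at 0 and 10 min; buffer-only wells as negative control.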
Active calls of the source: *; i = inactive; ? = inconclusive; . = not tested or not shown; [ ] = remark or other dose. Unless noted, calls follow the shape of the dose curve; as a rule, active = well fitted curve in the direction sought with a large enough effect; inconclusive = small, poorly fitted or top-dose-only effect, or another doubt; inactive = no such curve, though single readings can be large; an effect the other way counts as inactive or inconclusive. Not all compounds are listed, so the mix of outcomes need not match the whole.

Start of the data: the first 3 compounds as a preview:
The line under a structure holds: Pol kappa inh	BLM helicase inh	APEX1 inh	Tb PGK inh	POLH inh	RXFP1 antagonist	Anesthetic bind	POLI inh	POLB inh
- O=C(CN1C(=O)CSc2ccc(S(=O)(=O)N3CCCC3)cc21)NCc1ccc(Cl)cc1
→ -2%	-9%	.	i	-9%	-20	8%	212%[activator]	4%
- O=C(Nc1ccc2nc(-c3ccco3)c(-c3ccco3)nc2c1)N1CCN(c2ccccn2)CC1
→ 28µM*	4.5µM*	8%	-8%	3.2µM*	.	-14%	3.2µM*	1.6µM*
- CCOc1ccc(C(=O)NCCC(=O)N2CCC3(CC2)NCCc2[nH]cnc23)cc1OCC
→ -3%	0%	11%	i	-11%	-4	2%	43%[activator]	-28%

All compounds of this part (from the top)
The line under a structure holds: Pol kappa inh	BLM helicase inh	APEX1 inh	Tb PGK inh	POLH inh	RXFP1 antagonist	Anesthetic bind	POLI inh	POLB inh
- O=C(CN1C(=O)CSc2ccc(S(=O)(=O)N3CCCC3)cc21)NCc1ccc(Cl)cc1
→ -2%	-9%	.	i	-9%	-20	8%	212%[activator]	4%
- O=C(Nc1ccc2nc(-c3ccco3)c(-c3ccco3)nc2c1)N1CCN(c2ccccn2)CC1
→ 28µM*	4.5µM*	8%	-8%	3.2µM*	.	-14%	3.2µM*	1.6µM*
- CCOc1ccc(C(=O)NCCC(=O)N2CCC3(CC2)NCCc2[nH]cnc23)cc1OCC
→ -3%	0%	11%	i	-11%	-4	2%	43%[activator]	-28%
- COc1ccc(N(C)S(=O)(=O)c2cccc(C(=O)OC(C(=O)Nc3cc(C)cc(C)c3)c3ccccc3)c2)cc1 (stereo not drawn)
→ -9%	-9%	-2%	7%	-15%	-13	0%	33%	5%
- CCCCNC(=O)c1c[nH]c2ccc(S(=O)(=O)Nc3ccc(OCC)cc3)cc2c1=O
→ -9%	-4%	-3%	-6%	?	10	?	-19%	-18%
- O=C(O)C(O)c1ccco1 (stereo not drawn)
→ 20µM*	?	2%	14µM*	3.5µM*	7	6%	?	2.2µM*
- CCC(=O)Nc1nnc(SCC(=O)c2ccc3c(c2)Cc2ccccc2-3)s1
→ -9%	-4%	1%	-5%	1%	-23	-18%	13%	7%
- Cc1c(/C=N/NC(N)=O)c2ccccn2c1C(=O)c1ccc(F)cc1
→ -3%	-4%	3%	i	?	-8	-1%	18%	-12%
- COC(=O)c1cn(-c2ccccc2)nc1C(=O)OC
→ -3%	-3%	16%	-1%	1%	8	-8%	-6%	40%
- N#CC1=C(N)Oc2cc(Nc3ccccc3)ccc2C1c1ccncc1 (stereo not drawn)
→ -33%	-8%	-3%	-2%	-7%	-17	-23%	-46%	3%
- COC(=O)c1sc(NC(=O)c2ccc(OC)cc2OC)nc1C
→ 7%	.	.	-7%	-10%	-6	.	1%	.
- CCc1cccc(NC(=O)CN2C(=O)CCc3cc(S(=O)(=O)N4CCOCC4)ccc32)c1
→ -4%[60.1 µM]	-1%	.	-8%	-19%	.	-2%	24%	6%
- CC1=C(c2ccc(C(C)C)cc2)S(=O)(=O)N=C1N1CCN(c2ccc(F)cc2)CC1
→ 9%	-6%	.	-9%	-12%	-6	-10%	13%	-2%
- COc1ccc2nc(NC(=O)c3nc(SCc4ccc(F)cc4)ncc3Cl)sc2c1
→ -22%	2%	.	-8%	-10%	.	7%	-13%	-26%
- CCOc1cccc2sc(N(Cc3cccnc3)C(C)=O)nc12
→ -7%[60.1 µM]	3%	.	-3%	-22%	-3	1%	29%	16%
- COc1ccccc1CNC(=O)c1ccc(CS(=O)Cc2cccc(Cl)c2)o1 (stereo not drawn)
→ 4%	-2%	9%	-3%	-7%	5	-17%	54%[activator]	15%
- CSCCC(NC(=O)c1cc([N+](=O)[O-])cc([N+](=O)[O-])c1)c1nc2ccccc2[nH]1 (stereo not drawn)
→ -9%	3%	0%	-7%	-3%	9	8%	15%	22%
- O=C1c2ccccc2C(=O)N1CCCc1nc2ccccc2c(=O)n1-c1cccnc1
→ 3%	2%	-7%	-2%	-14%	-7	-15%	6%	0%
- CC[C@]12c3[nH]c4cc(-c5ccco5)ccc4c3CCN1C(=O)[C@@H](CC(=O)NCc1cccc(C(F)(F)F)c1)C[C@@H]2C(=O)N1CCN(C(=O)c2ccco2)CC1
→ 3%	.	-13%	-1%	-25%	.	.	30%	.
- Cc1nnc(NC(=O)CSc2nc3c(c(=O)n(C)c(=O)n3C)n2C(C)C)s1
→ -4%	-1%	2%	3%	-18%	-5	-2%	-19%	0%
- Cc1ccc(-n2nnnc2SCC(=O)c2cc(C)n(-c3cc(C)on3)c2C)c(C)c1
→ -2%[60.1 µM]	-3%	1%	3%	-12%	-9	-21%	-2%	3%
- O=C1NCCn2nc3ccccc3c21
→ 3%	.	22%	-1%	12%	.	.	-3%	.
- CCn1cnc2c1c(=O)n(CC(=O)O)c(=O)n2Cc1ccccc1
→ -17%	-10%	-7%	-1%	1%	-6	5%	14%	-3%
- CC(=O)Nc1ccc(NC(=O)CSc2cn(CC(=O)N3CCOCC3)c3ccccc23)cc1
→ 1%	-10%	-22%	-4%	-5%	3	-7%	0%	100µM*
- COc1ccc(NC(=O)CC(c2ccco2)C(C)C)cc1 (stereo not drawn)
→ 1%	-2%	72%[activator]	-2%	-2%	-1	-21%	131%[activator]	0%
- CCN1CCCC1CNC(=O)C1CCN(C(=O)c2cc3sccc3n2Cc2ccc(F)cc2)CC1 (stereo not drawn)
→ -14%	-1%	6%	2%	-3%	1	-7%	?	13%
- CCCCCCN1C2=NCCCN2c2ccccc21
→ 16%	-10%	-1%	-10%	-13%	-10	-1%	11%	30%
- O=C(OCc1ccccc1)c1ccc(-c2nnn(Cc3ccccc3F)n2)cc1
→ -10%	-2%	.	.	.	1	49%[activator]	-17%	14%
- O=c1oc2ccccc2cc1-c1csc(Cc2nc(-c3ccc(Br)cc3)cs2)n1
→ -5%	-2%	1%	3%	-16%	-9	-4%	33%[activator]	1%
- O=C(NCc1ccccc1)c1cccc(COc2cccc(Cl)c2)c1
→ -9%	-8%	-4%	-7%	3%	-2	-14%	-1%	21%
- Cc1ccc(Nc2cc(C)nc(-c3ccccc3O)n2)cc1
→ -13%	-13%	0%	2%	-22%	1	-14%	16%	-30%
- CC1CC(C)CN(C(=O)CCC(=O)Nc2nnc(C3CCCCC3)s2)C1 (stereo not drawn)
→ 0%	0%	-5%	5%	-4%	-17	-6%	-19%	47%
- COCC(C)N=C1NN=C(c2ccc(NC(C)=O)cc2)CS1 (stereo not drawn)
→ -9%	-3%	0%	1%	-8%	-12	-7%	28%	2%
- CCOc1ccc(NC(=O)CN(C)C(=O)c2c(C)nn(-c3ccc(F)cc3)c2Cl)cc1OCC
→ -17%	.	5%	i	-8%	0	.	22%	.
- Cc1cccc(N(Cc2cc3ccc(C)cc3[nH]c2=O)C(=O)c2ccco2)c1
→ 9%	-17%	2%	0%	-9%	0	-10%	1%	-16%
- Cc1ccc(CNC(=O)CSc2nc3c(sc4ccccc43)c(=O)n2CCCC(=O)NCCO)cc1
→ -9%	-3%	.	i	-15%	-10	-21%	?	?
- CCOCCc1nn2c(=O)cc(CSCC(=O)Nc3cccc(C)c3C)nc2s1
→ 5%	0%	-8%	-9%	-16%	-23	5%	21%	1%
- COc1ccc(Cl)cc1N(CC(=O)Nc1ccc2c(c1)OCCO2)S(C)(=O)=O
→ -11%	-2%	-3%	i	0%	-1	-12%	-10%	24%
- Cc1nn(-c2ccc(F)cc2)c(C)c1CN1CCN(CCC(C)C)C(CCO)C1 (stereo not drawn)
→ -6%	-1%	1%	-1%	-14%	0	-9%	10%	2%
- C#CCSc1nc(-c2ccccc2)cc(-c2ccccc2)c1C#N
→ 6%	-12%	.	-2%	-8%	8	-11%	23%	5%
- COc1ccc(-c2nnn(CC(=O)Nc3sc4c(c3C#N)CCCC4)n2)cc1
→ -12%	1%	-4%	4%	5%	2	-9%	7%	-2%
- Cc1cc(F)ccc1NC(=O)C1CCCN(c2nnc(-n3c(C)ccc3C)s2)C1 (stereo not drawn)
→ 2%	0%	.	i	-14%	.	-12%	13%	3%
- Cc1cc(C)cc(OCC(=O)N/N=C/c2ccccn2)c1
→ -3%	3%	-3%	1%	-2%	3	5%	10%	25%
- COc1ccc(C)c2sc(NNC(=O)COc3ccccc3)nc12
→ .	-2%	12%	.	.	.	-11%	.	-15%
- Cn1c(=O)cc(OCCCC(=O)Nc2ccc3c(c2)OCCO3)c2ccccc21
→ -7%	-4%	11%	-3%	-14%	-1	-4%	0%	3%
- CC(=O)Nc1cccc(C(=O)OCC(=O)NC(=O)Cc2ccccc2)c1
→ -3%	.	5%	-2%	-16%	-8	.	37%[activator]	.
- Fc1cccc(Nc2nc(N3CCOCC3)nc(N3CCOCC3)n2)c1
→ -4%	-13%	28%	3%	-5%	0	-7%	-1%	23%
- CCOC(=O)C1CCCN(C(=O)c2ccc(C)c(NC(=O)C3=C(C)OCCS3)c2)C1 (stereo not drawn)
→ -9%	-3%	-6%	10%	4%	0	-5%	26%	-21%
- O=C(NCc1ccccn1)C1CCN(S(=O)(=O)N2CCCCC2)CC1
→ -9%	-1%	3%	-4%[11.5 µM]	1%	1	-8%	5%	27%
- N#CC1(NC(=O)COC(=O)c2nccnc2N)CCCCC1
→ -3%	.	11%	i	-11%	-8	.	34%[activator]	.
- C=CCN(c1ccc(OC)cc1)S(=O)(=O)c1ccc(Cl)c(C(=O)OCC(=O)c2c(N)n(C)c(=O)n(C)c2=O)c1
→ -11%	.	.	-1%	-25%	0	.	-4%	.
- CC(=O)Nc1ccc(S(=O)(=O)N2CCN(C(=O)c3ncoc3-c3ccccc3F)CC2)cc1
→ 3%	1%	-2%	4%	-20%	-7	2%	121%[activator]	53%
- CCN1/C(=C2\OC(=S)N(C)C2=O)Sc2ccccc21
→ -6%	-3%	-1%	-9%	-17%	-1	-3%	29%	8%
- Cc1ccc(Cl)cc1N1CCN(S(C)(=O)=O)CC1
→ -7%[60.1 µM]	-2%	15%	-9%	12%	-5	-23%	-13%	-2%
- COC(=O)C1CCN(C(=O)CN2C(=O)NC(CC(C)C)C2=O)CC1 (stereo not drawn)
→ 5%	.	8%	-2%	-3%	7	.	-19%	.

Screening results deposited in PubChem BioAssay by National Center for Advancing Translational Sciences (NCATS).
